FadD28 binding: blocks FadD28 binding to the bisubstrate probe; fluorescence polarization; inhibition, % at 12.5 µM; 0.22% of 360,000 active; in the data active = inhibition above about 8.5%, passing the limit was not always enough; inconclusive = no clear call, values can overlap the other calls
BH1578 lux ind: inducers of Vibrio cholerae quorum light production without autoinducers; V. cholerae BH1578 lux reporter, luminescence, 6 h; activation, % at 18.7 µM; 0.16% of 350,000 active; AID 588436; in the data active = activation mostly above about 9.7%, no sharp cut-off; inconclusive = no clear call, values can overlap the other calls; inactive = mostly below about 3.7%; note: not every result past the cut was called active; inactives centre near 0; reference of the scale not given here
Mtb FBA inh: inhibitors of M. tuberculosis fructose-bisphosphate aldolase; inhibition, % at 1 µM; 2.3% of 360,000 active; P9WQA3; AID 588726; purified M. tuberculosis FBA, fluorescence read-out; in the data active = inhibition above about 27%;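 note: 0% = vehicle and 100% = reference inhibitor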
BioA inh: BioA (M. tuberculosis) enzyme inhibition | purified M. tuberculosis BioA enzyme, plate reader | inhibition, % at 9.99 µM | 0.096% of 360,000 active | AID 602481; in the data active = inhibition above about 40%; inconclusive = no clear call, values can overlap the other calls
Mtb UGM inh: inhibitors of M. tuberculosis UDP-galactopyranose mutase; purified UGM, fluorescence polarization probe displacement; inhibition, % at 10 µM; 0.06% of 320,000 active; in the data active = inhibition above about 10%, passing the limit was not always enough; inconclusive = no clear call, values can overlap the other calls
PfHsp40 yeast: compounds rescuing yeast from Plasmodium falciparum HSP40 toxicity; S. cerevisiae expressing PfHsp40, growth rescue, ATP luminescence; growth rescue, % at 12.5 µM; 0.68% of 340,000 active; in the data active = growth rescue above about 28%, passing the limit was not always enough; inconclusive = no clear call, values can overlap the other calls;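 note: yeast W303a lacking pdr1 and pdr3 grown in galactose medium; growth measured after three days at 30 °C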
TcdB inh: blocks C. difficile toxin B glycohydrolase activity; TcdB glycohydrolase enzymatic assay, plate reader; inhibition, % at 9.99 µM; 0.24% of 350,000 active; in the data active = inhibition above about 10%
GDH-TPI inh: counter-screen for M. tuberculosis FBA inhibitors: GDH-TPI coupled enzymes | GDH-TPI coupled enzyme counterscreen, NADH absorbance | inhibition, % at 4.8 µM | 1.2% of 360,000 active | AID 588335; in the data active = inhibition above about 30%;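 note: 0% = DMSO wells and 100% = wells lacking the enzyme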
Yp Topo-I inh: blocks Yersinia pestis topoisomerase I activity; Y. pestis Topo-I cleavage product accumulation, plate reader; activity, % at 10 µM; 0.064% of 360,000 active; AID 504884; in the data active = activity above about 50%, passing the limit was not always enough; inconclusive = no clear call, values can overlap the other calls; note: inactives centre near 2
* marks the source's active call; other numbers are inactive results; i = inactive; u = inconclusive; x = not tested or not shown; & = joins results of further samples.

SMILES	FadD28 binding	BH1578 lux ind	Mtb FBA inh	BioA inh	Mtb UGM inh	PfHsp40 yeast	TcdB inh	GDH-TPI inh	Yp Topo-I inh
COc1ccccc1C(=O)NCCn1cc(SCC(=O)NCc2ccco2)c2ccccc21	-2.6	-0.4	0	0.2	-0.7	0.4	0.1	-14	24
COc1ccc2oc(C)c(C(=O)c3ccc(C)cc3)c2c1	1.7	5.6	2	0.1	1.3	0.3	3.0	3	22
C=C(CC1CC(O)[C@]2(C)OC3CC4OC5C[C@]6(C)O[C@]7(C)CCC8OC9C[C@]%10(C)OC%11C(C)=CC(=O)OC%11CC%10OC9C[C@@H](C)C8OC7CC6O[C@]5(C)C/C=C\C4OC3CC2O1)C(=O)O (some centres not stated)	0.5	i	3	-0.7	-1.4	x	2.9	7	34
Cc1ccc(O)c(CNc2nc3ccccc3n2C)c1	-3.0	x	2	-1.3	1.3	-1.2	x	6	-6
CCN(CC)C(=O)Cn1cc(C(=O)C(=O)N2CCc3ccccc32)c2ccccc21	-4.3	i	-1	x	x	0.1	0.2	14	17
FC(F)(F)c1cc(-c2cccs2)nc2cc(-c3ccccc3)nn12	-4.6	-2.4	4	-0.8	-0.2	-0.3	0.8	13	3
CC(=O)Oc1ccc(-c2ccc(C(=O)NCCc3ccc(S(N)(=O)=O)cc3)cc2)cc1	-1.7	i	1	2.0	1.2	-0.8	1.0	-6	1
COC(=O)c1ccc2[nH]c(C)cc(=O)c2c1	1.0	-0.1	34*	x	0.6	-1.6	x	11	0
CSc1nnc([C@@H](NC(=O)OC(C)(C)C)C(C)C)o1	-2.4	-0.4	1	7.2	0.2	0.1	x	-8	-6
CCCCCn1c(CCCNC(=O)CC)nc2ccccc21	-1.9	-0.6	0	2.0	1.3	0.2	0.5	-3	2
Cc1c(NC(=O)C(C)N2C(=O)C3CCCCC3C2=O)c(=O)n(-c2ccccc2)n1C (configuration not stated)	-4.0	-0.4	-1	x	0.4	-0.7	-2.8	2	3
COc1ccc(OCc2cc(C(=O)N3C[C@@H](C)O[C@@H](C)C3)no2)c(Cl)c1	-1.1	i	-2	0.1	0.5	u	0.0	0	9
C#CCNC(=O)C1=C[C@@H](c2csc3ccccc23)C[C@@H](OCc2ccc(CO)cc2)O1	-18	i	0	-0.7	-0.5	2.0	0.5&-0.5	-1	26
CCOC(=O)c1c(C)[nH]c(C)c1C(=O)CSc1nc2ccccc2c(=O)n1-c1ccc(Cl)cc1	-6.5	-0.4	-7	x	-2.3	1.2	5.6	9	5
COc1ccc(S(=O)(=O)NC2CCCC2)cc1Br	-3.1	-0.2	2	0.5	0.5	0.0	x	-5	-17

Next section; the last six above are carried over.
SMILES	FadD28 binding	BH1578 lux ind	Mtb FBA inh	BioA inh	Mtb UGM inh	PfHsp40 yeast	TcdB inh	GDH-TPI inh	Yp Topo-I inh
CCCCCn1c(CCCNC(=O)CC)nc2ccccc21	-1.9	-0.6	0	2.0	1.3	0.2	0.5	-3	2
Cc1c(NC(=O)C(C)N2C(=O)C3CCCCC3C2=O)c(=O)n(-c2ccccc2)n1C (configuration not stated)	-4.0	-0.4	-1	x	0.4	-0.7	-2.8	2	3
COc1ccc(OCc2cc(C(=O)N3C[C@@H](C)O[C@@H](C)C3)no2)c(Cl)c1	-1.1	i	-2	0.1	0.5	u	0.0	0	9
C#CCNC(=O)C1=C[C@@H](c2csc3ccccc23)C[C@@H](OCc2ccc(CO)cc2)O1	-18	i	0	-0.7	-0.5	2.0	0.5&-0.5	-1	26
CCOC(=O)c1c(C)[nH]c(C)c1C(=O)CSc1nc2ccccc2c(=O)n1-c1ccc(Cl)cc1	-6.5	-0.4	-7	x	-2.3	1.2	5.6	9	5
COc1ccc(S(=O)(=O)NC2CCCC2)cc1Br	-3.1	-0.2	2	0.5	0.5	0.0	x	-5	-17
COc1ccc(S(=O)(=O)N2CCOCC2)cc1NC(=O)CSc1nc(C)c(C)c(C)n1	-0.2	-0.9	5	-2.0	-0.8	4.2	0.3	7	28
CCCCCOC(=O)C1=C(C)N(C)C(=O)NC1c1cc(Br)c(O)c(OC)c1 (configuration not stated)	-4.7	0.6	-2	-0.4	-0.2	0.4	x	-3	20
CNc1ccccc1NC(=O)C1CCCN1C(=O)OCc1ccccc1 (configuration not stated)	0.6	5.6	2	-1.8	-1.8	-0.6	1.0	5	-4
COc1ccc(C2=NC(=O)NC2c2ccc(OC)cc2)cc1 (configuration not stated)	-2.8	-0.5	13	x	-2.8	-1.1	-0.1	-14	-2
Cc1ccc(-c2ccc(/C=N\NC(=O)c3cc4c(ccc5ccccc54)o3)o2)cc1[N+](=O)[O-]	-3.8	i	0	-1.7	1.5	-1.7	x	0	2
CN(C)c1ccc(/C=C(\C#N)C(=O)c2ccccc2)cc1	2.0	-0.3	-12	7.8	3.0	-1.5	1.4	6	-1
O=C(CCn1cccc1)NCc1ccc2c(c1)OCO2	-1.9	i	-3	-1.2	1.0	0.2	x	12	-3
Cc1ccc(-n2nnnc2SCC(=O)Nc2ncc(Cc3ccccc3Cl)s2)cc1	-0.2	-0.7	4	-1.0	0.7	0.0	x	0	1
CC1=C(C#N)C(NC(=O)C2CCCCC2)(C(F)(F)F)C(=O)N1 (configuration not stated)	0.3	i	5	x	-0.9	-0.6	x	2	5
O=C(Nc1nc2ccccc2s1)C1c2ccccc2Oc2ccccc21	-2.0	0.0	-3	-1.8	1.4	2.0	x	3	-6
O=C(CS(=O)(=O)c1ccc(Cl)cc1)NCc1ccccc1	0.7	i	-1	-3.0	1.1	1.0	0.6	5	-2
Cc1cc(NC(=O)COC(=O)c2ccccc2[N+](=O)[O-])no1	-1.7	-0.2	-3	x	-3.8	-0.6	0.7	-3	-1
O=C(CNCc1ccc(Cl)cc1)Nc1cc(S(=O)(=O)N2CCCC2)ccc1Cl	-1.3	i	0	-0.8	x	-0.6	1.2	1	11
CCN(CC)S(=O)(=O)c1ccc(N2CCOCC2)c(NC(=O)CNCCc2ccccc2)c1	-0.1	-0.1	2	x	-1.4	-0.3	-0.6	8	22
O=C(COc1ccccc1Cl)N1CCN(c2ccc([N+](=O)[O-])c(N3CCCCC3)c2)CC1	0.5	-10	-7	-1.5	-0.1	0.6	0.9	14	35
Cc1ccc(C)c(S(=O)(=O)/N=C(/Nc2ccccc2)c2ccccc2)c1	1.2	-1.0	0	x	-3.2	-0.5	0.9	5	14
Cc1cccn2c(CN3CCSCC3)c(C(=O)N3CCOCC3)nc12	-0.5	-0.5	-1	-0.6	2.1	-1.0	-0.5	20	0
Cc1ccc(N(C(=O)c2ccco2)C(C(=O)NC2CCCC2)c2cccnc2)cc1C (configuration not stated)	-0.2	i	5	0.4	-7.3	0.0	0.8	-2	-12
Cc1cc(OCCN2CCOCC2)ccc1Cl	-2.9	-0.8	1	-0.6	1.1	-0.7	1.2	1	11
Cc1ccc(N/C=C/C(=O)c2cccs2)cc1C	-3.8	-0.9	-2	-1.1	-1.0	1.3	-0.7	4	18
COc1cc(NC(=O)c2cc([N+](=O)[O-])ccc2NC(=O)CNC2CCCCC2C)cc(OC)c1 (configuration not stated)	-4.0	0.6	0	-0.7	1.2	0.2	1.5	-5	-4
COCCn1c(SCc2cc(=O)n3ccsc3n2)nnc1-c1ccncc1	-3.0	i	4	x	-1.7	-1.2	-0.2	9	-6
Cn1cccc1CC(=O)N/N=C\c1ccccc1	1.0	-0.5	2	1.3	-1.6	-2.5	0.7	5	4
CC(C)(C)c1ccc(C(=O)N2CCCC2)s1	0.6	i	2	-0.7	1.0	-1.1	1.5	3	11
O=C(c1ccco1)N1CCN(c2cc(N3CCOCC3)c(F)cc2[N+](=O)[O-])CC1	-2.2	i	0	x	2.4	-1.5	0.4	4	14
COc1ccc(C)cc1-n1c(SCC(=O)Nc2cccc(C(=O)O)c2)nc2ccccc2c1=O	-5.5	-0.2	2	x	2.3	0.2	-2.7	16	-11
CCC1CC2CC(NC(C)=O)C1C2 (configuration not stated)	-2.5	-0.8	5	-1.0	0.4	-1.6	x	5	-5
O=C(CN1CCN(c2ccc(F)cc2)CC1)OCc1ccccc1	-3.5	-0.3	-4	-0.7	-0.9	0.5	x	2	2
CN(Cc1ccccn1)C(=O)C1CCC(=O)N(Cc2cccc(F)c2)C1 (configuration not stated)	-2.7	-0.3	-1	-1.6	-2.0	-0.8	-3.7	4	-6
CN1/C(=C\C(=O)Nc2ccc(Br)cc2)C(C)(C)c2ccccc21	-3.5	-0.8	1	-0.2	2.1	2.1	5.5	23	-1

Shown as a markdown table: part of the list above
| Molecule | FadD28 binding | BH1578 lux ind | Mtb FBA inh | BioA inh | Mtb UGM inh | PfHsp40 yeast | TcdB inh | GDH-TPI inh | Yp Topo-I inh |
| --- | --- | --- | --- | --- | --- | --- | --- | --- | --- |
| O=C(c1ccco1)N1CCN(c2cc(N3CCOCC3)c(F)cc2[N+](=O)[O-])CC1 | -2.2 | i | 0 | x | 2.4 | -1.5 | 0.4 | 4 | 14 |
| Cc1cc(OCCN2CCOCC2)ccc1Cl | -2.9 | -0.8 | 1 | -0.6 | 1.1 | -0.7 | 1.2 | 1 | 11 |

Next part:
SMILES	FadD28 binding	BH1578 lux ind	Mtb FBA inh	BioA inh	Mtb UGM inh	PfHsp40 yeast	TcdB inh	GDH-TPI inh	Yp Topo-I inh
CCOC(=O)N1CCC(=NNc2ccnc3cc(Cl)ccc23)CC1	-5.3	-0.4	0	x	-0.6	1.0	0.1	8	-16
CN(C(=O)c1ccc(NC(=O)Cc2ccc(NC(=O)C3CCCN(C(=O)C4CCC4)C3)cc2)cc1)C1CC1 (configuration not stated)	-0.1	-0.8	0	2.9	-2.2	-1.8	-0.6	9	17
Cn1c(SCc2ccccc2F)nnc1-c1ccccn1	-3.5	i	-1	-1.0	-2.3	0.7	1.5	-4	-7
CCCCCCCCNC1=CC(=O)CC(C)(C)C1	-1.7	i	2	0.4	-1.7	0.0	0.8	10	9
CS(=O)(=O)N(CC(=O)N1CCN(c2ccccc2F)CC1)C1CCCCC1	0.1	-15	-2	-0.6	-4.4	0.0	0.7	-1	4
CC(C)c1ccc(-c2csc3ncnc(N4CCN(C)CC4)c23)cc1	-1.3	i	-1	-0.2	-1.0	-0.8	-0.2	-2	26
CS(=O)(=O)Nc1ccccc1C(=O)Nc1cc2c(cc1C(=O)O)OCCCO2	-1.5	i	2	0.6	0.2	0.7	1.8	13	10
O=C(c1c[nH]c2ccccc2c1=O)N1CCCCCC1	0.2	-0.4	2	x	0.1	0.3	4.5	-5	7
O=C(NCCNC(=O)c1ccc(F)cc1)c1ccc(F)cc1	0.8	-0.3	1	-1.1	-2.0	-0.6	0.8	-2	1
COCCOc1cc(N)c(Cl)cc1Cl	1.2	-1.8	-1	0.7	1.1	-0.7	-0.9	0	5
CC1CCC(NC(=O)CNC(=O)c2cccs2)CC1 (configuration not stated)	0.7	0.4	5	-2.5	6.2	0.5	1.1	3	-5
COc1ccc(C(=O)NCC(c2cccnc2)N2CCN(c3ccccc3OC)CC2)cc1OC (configuration not stated)	-3.8	-0.2	-1	-0.1	-1.2	0.4	-0.1	7	11
Cc1ccc(NC(=O)CSc2nc3nc(C)c(Br)cc3[nH]2)cc1F	-4.8	-0.2	1	0.6	0.6	1.4	-3.8	-6	10
CCOC(=O)c1ccc(-n2c(C)ccc2C)cc1	-1.0	0.0	0	x	1.8	-0.9	x	1	-4
CCc1ccc(OCC(=O)NNC(=O)CSc2nnc(-c3ccc(C)cc3)n2C)cc1	1.4	-0.3	4	x	-1.1	1.1	x	4	-9
CCC1=NN(C(=O)c2ccc(Br)cc2)C(O)(c2ccccc2)C1 (configuration not stated)	-2.9	-0.3	-5	x	1.1	2.8	-1.1	-1	-1
CCC(C)[C@H](N)c1nnc(SCC(=O)c2ccc(Cl)cc2)o1 (some centres not stated)	-3.8	i	1	2.2	-0.9	-1.0	x	-4	-4
O=C(NCc1ccco1)c1ccc(Cl)c(S(=O)(=O)N2CCOCC2)c1	0.0	-0.7	3	-1.2	1.5	-0.3	x	1	1

Screening data: PubChem, several laboratories
